DTT redox prof = compounds producing H2O2 with reducing agent – biochemical, NIH compound library profiling, artefact control for MLSCN library redox annotation, primary screen | DTT-dependent redox cycling H2O2, phenol red/HRP absorbance; 100% = 100 µM peroxide control, 0% = buffer | activation, % at 10 µM | hit rate 0.03% among 200,000;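 active = activation of at least 50% relative to the plate's high and low controls in the primary single-dose screen; inactive = activation below 50%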;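 note: compound incubated with DTT at 0.8 mM final as the reducing agent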
PPARg SRC-1 ag = promotes SRC-1 coactivator recruitment by human PPARgamma | PPARgamma-SRC-1 coactivator recruitment biochemical assay | activation, % at 8 µM | hit rate 0.41% among 200,000 | AID 631; in the data active = activation above about 19%;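 note: 0% = DMSO and 100% = reference agonist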
Target sequence (P37231 whole entry, looked up): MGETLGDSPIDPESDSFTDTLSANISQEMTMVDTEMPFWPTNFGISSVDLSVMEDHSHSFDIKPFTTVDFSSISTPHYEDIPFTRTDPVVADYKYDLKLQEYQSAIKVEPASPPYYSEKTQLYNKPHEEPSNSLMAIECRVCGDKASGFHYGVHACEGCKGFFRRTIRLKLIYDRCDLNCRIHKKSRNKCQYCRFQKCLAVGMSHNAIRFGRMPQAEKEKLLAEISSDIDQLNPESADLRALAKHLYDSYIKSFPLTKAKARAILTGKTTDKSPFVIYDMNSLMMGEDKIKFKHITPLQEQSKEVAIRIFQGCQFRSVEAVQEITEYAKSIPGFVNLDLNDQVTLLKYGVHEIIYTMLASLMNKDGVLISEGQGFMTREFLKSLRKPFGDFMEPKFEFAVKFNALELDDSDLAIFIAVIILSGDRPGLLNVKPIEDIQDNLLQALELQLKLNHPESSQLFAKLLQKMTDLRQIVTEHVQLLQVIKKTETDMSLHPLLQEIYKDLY
PPARg SRC-2 ag = promotes SRC-2 coactivator recruitment by human PPARgamma; PPARgamma LBD-SRC-2 recruitment, biochemical; hit rate 0.34% among 200,000; activation, % at 8 µM; P37231; in the data active = activation above about 22%;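 note: 0% = vehicle and 100% = reference agonist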
ROMK primary = human ROMK K+ channel modulation, primary screen; P48048; Tet-inducible ROMK, thallium flux fluorescence; actives lie on both sides; B-score at 10 µM; hit rate 2% among 130,000;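 active = signal ratio slope over the read window, or its plate-corrected B-score, at least 3 SD from the plate mean, either direction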;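 note: B-score of the F/F0 ratio slope over 7 to 12 s after thallium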
Target sequence (P48048 whole entry, looked up): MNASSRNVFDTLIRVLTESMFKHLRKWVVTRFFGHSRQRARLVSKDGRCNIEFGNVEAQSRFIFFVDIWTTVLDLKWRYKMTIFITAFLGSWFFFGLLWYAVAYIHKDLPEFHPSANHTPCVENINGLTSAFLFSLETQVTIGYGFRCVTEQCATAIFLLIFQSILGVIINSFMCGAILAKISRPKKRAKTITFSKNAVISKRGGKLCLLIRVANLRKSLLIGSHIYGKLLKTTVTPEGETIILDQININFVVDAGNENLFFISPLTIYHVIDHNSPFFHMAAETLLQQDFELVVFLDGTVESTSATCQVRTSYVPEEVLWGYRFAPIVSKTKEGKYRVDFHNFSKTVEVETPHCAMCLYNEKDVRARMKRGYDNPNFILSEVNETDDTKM
S1P3 antagonist = antagonists of human S1P3 receptor | inhibition, % at 4.98 µM | hit rate 0.27% among 170,000 | Q99500 | CHO S1P3 NFAT-BLA reporter, FRET fluorescence, antagonist mode;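 active = inhibition above the plate cutoff, the mean inhibition of test wells on that plate plus 3 SD, cut at about 28% in these data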;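 note: cells challenged with S1P at its EC80 of 0.8 µM; blue over green emission ratio from cleaved BLA substrate after 4 h stimulation; 0% = S1P-stimulated wells and 100% = unstimulated DMSO-only wells; some compounds past the cut are filed as inactive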
bIAP inh = intestinal alkaline phosphatase (bovine) inhibition; purified bovine IAP, CDP-star luminescence, 30 min; inhibition, % at 20 µM; 190,000 tested, under 10 active;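 active = over 50% inhibition of intestinal alkaline phosphatase at 20 µM in the single-dose screen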
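Incubation: 30 min reaction at room temperature / Material: purified bovine intestinal alkaline phosphatase (IAP) enzyme / Input: enzyme at 1/65,000,000 dilution / Dosing: 20 µM single dose / Signal: CDP-star luminescence signal / Reagent: CDP-star chemiluminescent phosphatase substrate, 30 µM final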
TR-FRET SRC-2 ct = TR-FRET artefact, counter-screen to PPARgamma/SRC-2 agonist assay. hits give high values. AID 1049. TR-FRET ratio at 8 µM. hit rate 0.4% among 200,000; in the data active = TR-FRET ratio above about 2000; note: inactives centre near 1500; reference of the scale not given here
L major viab = Leishmania major promastigote growth inhibition. Leishmania major promastigotes, resazurin fluorescence viability. hit rate 9% among 200,000. inhibition, % at 10 µM; in the data active = inhibition above about 50%;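 note: promastigotes grown with compound for 44 hours at 28 °C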
RAM network inh = blocks the yeast RAM network | S. cerevisiae dse1pr::URA3 reporter, 5-FOA growth OD615, 2 d; analog-sensitive cbk1-as2 kinase mutant strain | inhibition, % at 50 µM | hit rate 1.8% among 190,000 | AID 868;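 active = inhibition above a set limit, 3 SD over mean compound inhibition, cut at about 8.4% in these data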;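 note: 0% = DMSO-only wells with no growth and 100% = 10 µM 1-NA-PP1 full growth; inhibition rescues growth on 5-FOA so higher OD means more RAM inhibition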
PPARg SRC-3 ag = agonists of human PPARgamma SRC-3 coactivator recruitment; hit rate 0.26% among 200,000; activation, % at 8 µM; AID 731; P37231; biochemical PPARgamma/SRC-3 coactivator recruitment assay; in the data active = activation above about 23%;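 note: 0% = DMSO and 100% = reference agonist; some compounds past the cut are filed as inactive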
Efa HMGR inh = blocks class II HMG-CoA reductase of Enterococcus faecalis; purified E. faecalis HMGR, NADPH absorbance 340 nm kinetic; inhibition, % at 10 µM; hit rate 0.41% among 190,000;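 active = inhibition above a set limit, the median over all tested compounds plus 3 SD, cut at about 9.5% in these data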;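 note: enzyme runs in reverse so mevalonate oxidation gives rising NADPH absorbance; 0% = complete reaction with DMSO and 100% = background rate lacking mevalonate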
Active calls of the source: *; x = not tested or not shown.

SMILES	DTT redox prof	PPARg SRC-1 ag	PPARg SRC-2 ag	ROMK primary	S1P3 antagonist	bIAP inh	TR-FRET SRC-2 ct	L major viab	RAM network inh	PPARg SRC-3 ag	Efa HMGR inh
Cc1nnc(N/N=C/c2ccc([N+](=O)[O-])cc2)n1N	-0.6	7	-4	1.5	-18	13	1628	11	0.5	4	-7
CCSc1nc(-c2ccccc2)nc(C(Cl)Cl)n1	0.0	-4	5	x	2	2	1629	-4	0.4	1	-1
Cc1nc2c(C(=O)N3CCN(C)CC3)cnn2c(C)c1Cc1ccc(Cl)cc1	4.8	1	2	-0.11	x	-1	1514	-6	0.3	-2	2
O=C(O)Cc1cn(-c2ccccc2)nc1-c1ccccc1	-1.8	10	8	0.42	-9	9	1517	-9	0.8	3	2
COC(=O)c1ccc(C2/C(=C(/O)c3ccc(OC)cc3)C(=O)C(=O)N2CC2CCCO2)cc1 (stereo not drawn)	2.6	6	6	-0.63	-5	10	1596	-12	5.1	2	-4
C/C(=N\Nc1nc(-c2ccccc2)cs1)c1cccs1	0.1	-2	7	x	2	6	1532	79*	5.3	3	-8
Cc1cc(C(=O)NCc2ccc(S(N)(=O)=O)cc2)cs1	-0.1	-1	7	x	4	19	1579	-3	0.8	3	2
CCc1cccc(C)c1NC(=S)NCC(c1cccnc1)N1CCOCC1 (stereo not drawn)	0.2	0	8	x	-15	10	1671	1	-0.5	-1	-2
N#CCCN(C(=O)CN1C(=O)NC2(CCCC2)C1=O)c1ccccc1F	-0.2	-4	5	-1	x	7	1372	-11	3.2	0	5
CC(=O)C1(C)OC(N)=C(C#N)C(c2ccccc2)C1(C#N)C#N (stereo not drawn)	-2.2	-2	3	-3.3*	x	3	1598	4	2.4	-1	1
O=C(Nc1ccc(-c2nc3cc(NC(=O)c4cccs4)ccc3o2)cc1)c1cccs1	-3.6	5	11	x	x	4	1629	-10	5.4	-2	-4
CC1=CC(C)(C)[N+](C)=CN1c1ccccc1	-0.2	4	8	-0.057	-7	5	1498	-6	1.9	2	-3
CCOc1ccc(Cl)cc1/C=N/NC(=O)c1ccccc1	-0.4	7	8	0.89	10	-4	1610	-4	2.4	3	-2
O=C(NCc1cccnc1)C(=O)NCC1OCCCN1S(=O)(=O)c1ccccc1 (stereo not drawn)	-0.8	7	0	-0.54	5	-2	1497	-6	1.2	-1	-4
COc1ccc2ccccc2c1/C=N/NC(=S)Nc1cc(S(=O)(=O)N2CCOCC2)ccc1N1CCOCC1	-0.3	2	0	x	-6	1	1428	34	4.7	1	-1
COC(=O)c1ccccc1NC(=O)n1cc(C)cn1	-1.7	3	2	x	-51	-1	1821	-6	-0.5	-6	-1
CCCc1cc(=O)n2c(nc3ccccc32)[nH]1	0.8	-5	12	-0.32	-16	6	1583	-2	1.1	9	-5
COC(=O)c1cc(COc2ccc3c4c(c(=O)oc3c2)CCC4)c(C)o1	0.4	3	1	2.1	x	10	1493	-5	1.4	1	6
Cc1cc(C)c2cc(C#N)c(NCCOC(=O)c3ccccc3C)nc2c1	1.7	-4	11	x	x	3	1466	-4	1.1	-3	-2
Cc1ccc2nc(SCc3cccc([N+](=O)[O-])c3)nc(C)c2c1	-3.7	-1	3	x	x	6	1615	-2	11*	2	-2
CN(C)CCCNS(=O)(=O)c1ccc(N2CCC(c3ccc(Cl)cc3)=N2)cc1	0.4	1	3	-2.6	x	-125	1610	100*	-0.6	-1	-10
CC1=C(C(N)=O)C(c2ccccn2)n2nc(SCc3ccccc3Cl)nc2N1 (stereo not drawn)	-0.8	7	7	0.19	x	6	1664	-6	0.9	4	0
C=CCn1c(Sc2ccccc2)nc2c1c(=O)[nH]c(=O)n2C	0.1	-1	0	x	x	25	1450	17	-0.6	-5	3
COc1ccc(F)cc1S(=O)(=O)Nc1cccc(C(=O)O)c1	-0.3	2	6	0.85	-15	4	1730	-8	0.7	0	-1
Cc1ccc(OCCn2cc(C#N)c3ccccc32)cc1	-0.1	2	4	-0.062	x	7	1735	3	6.6	-4	1
O=C(Nc1ccnc(-c2cccnc2)n1)c1ccc(F)cc1	-1.3	-7	-4	0.0086	-9	15	1514	7	0.9	3	-3
CCN(CC)C(=O)Cn1cnc2sc(C(=O)N3CCN(c4ccc(OC)cc4)CC3)c(C)c2c1=O	-0.3	-8	3	0.1	x	5	1357	-7	1.2	-10	-1
C[C@H](NC(=O)c1nc[nH]c1C(=O)NCc1ccccc1)C(=O)OC(C)(C)C	0.1	-9	-4	x	-7	-26	1382	1	1.2	1	-4
COCCn1nnnc1C(c1cc2ccc(OC)cc2[nH]c1=O)N1CCc2ccccc2C1 (stereo not drawn)	0.5	-6	3	x	-9	4	1579	5	3.9	-3	2
Cc1nnnn1/C(=C\c1ccccc1)C(=O)OCC(=O)N(C)C1CCS(=O)(=O)C1 (stereo not drawn)	-0.4	6	4	0.7	-21	0	1562	-4	0.5	5	3

Ordered by the number under PPARg SRC-3 ag (smallest number first): three of the compounds above.
| Molecule | DTT redox prof | PPARg SRC-1 ag | PPARg SRC-2 ag | ROMK primary | S1P3 antagonist | bIAP inh | RAM network inh | PPARg SRC-3 ag | Efa HMGR inh |
| --- | --- | --- | --- | --- | --- | --- | --- | --- | --- |
| COc1ccc(F)cc1S(=O)(=O)Nc1cccc(C(=O)O)c1 | -0.3 | 2 | 6 | 0.85 | -15 | 4 | 0.7 | 0 | -1 |
| C[C@H](NC(=O)c1nc[nH]c1C(=O)NCc1ccccc1)C(=O)OC(C)(C)C | 0.1 | -9 | -4 | x | -7 | -26 | 1.2 | 1 | -4 |
| Cc1nnnn1/C(=C\c1ccccc1)C(=O)OCC(=O)N(C)C1CCS(=O)(=O)C1 (stereo not drawn) | -0.4 | 6 | 4 | 0.7 | -21 | 0 | 0.5 | 5 | 3 |

The results go on.
SMILES	DTT redox prof	PPARg SRC-1 ag	PPARg SRC-2 ag	ROMK primary	S1P3 antagonist	bIAP inh	TR-FRET SRC-2 ct	L major viab	RAM network inh	PPARg SRC-3 ag	Efa HMGR inh
O=C(O)CCC(NC(=O)c1cncc(O)c1)C(=O)O (stereo not drawn)	-1.5	-2	4	0.19	x	8	1587	-1	1.0	0	-2
COC(=O)C(NC(=O)c1ccc(F)cc1)(Nc1nc(C)cs1)C(F)(F)F (stereo not drawn)	0.1	9	7	1.1	x	9	1626	11	1.9	14	-9
Cn1cc(C(=O)N2CCc3ccccc3C2)c(=O)c2cc(S(=O)(=O)N3CCCCC3)ccc21	0.3	-4	4	-0.092	-37	2	1484	-3	-1.6	-3	-1
COc1cc(-c2c(C#N)c(N)nc3c2CCCC3)cc(OC)c1OC	2.6	-6	7	x	14	25	1444	4	1.4	-6	-3
CCOc1ccc(-c2nnn(CC(=O)Nc3cc(OC)ccc3OC)n2)cc1OCC	3.0	-4	-5	-0.24	5	-10	1458	0	5.9	-5	7
CCC(=O)n1nc(-c2ccc(OC)cc2)nc1N	-1.2	7	1	x	-33	4	1501	-4	1.3	5	1
COc1cc2c(cc1OC)C1(CCCC1)CNC2c1cccc([N+](=O)[O-])c1 (stereo not drawn)	0.3	4	1	-1.3	3	-12	1746	17	1.2	3	2
COc1ccc(N2CCc3c(C)nc4c(OC)cccc4c32)cc1	-1.6	5	6	0.58	12	-27	1555	100*	1.2	3	-4
C/C(=N\NC(=O)CN1CCN(S(=O)(=O)c2ccc(C)cc2)CC1)c1cccnc1	0.3	4	1	0.38	-15	9	1554	-4	0.9	-1	4
CNC(=S)N/N=C/c1ccc(N2CCOCC2)s1	0.0	-4	16	-0.12	-11	-27	1677	90*	0.1	3	0
COC(=O)c1nn(-c2cccc(Cl)c2)ccc1=O	-0.2	-1	-5	0.59	-13	6	1605	-3	2.3	-5	-4
Cc1ccc(Oc2nc(-c3ccccc3)ncc2S(=O)(=O)c2ccc(C)cc2)cc1	4.4	3	3	x	x	19	1686	-2	3.0	2	1
O=C(Cc1ccccc1)Nc1ccccc1C(=O)N1CCCCCC1	-0.6	6	6	-0.2	-9	-19	1627	3	-0.1	0	1
OCCC1CN(Cc2cccn2-c2ccccn2)CCN1C1CCCCC1 (stereo not drawn)	-0.4	3	-2	-0.73	6	-17	1597	-2	-0.5	6	-2
CCC(CC)c1nc(C#N)c(NCc2ccccc2)o1	0.1	-7	4	x	8	17	1494	6	-0.8	2	-6
Cc1nnc(SCC(=O)c2ccccc2)n1Cc1ccccc1	0.3	-3	-1	x	13	13	1474	-5	0.1	3	0
CC(=O)Nc1ccc(-c2nnc(SCc3ccccc3C#N)n2C)cc1	0.9	0	1	-0.52	x	0	1576	-4	0.2	-2	-4
CC1CCCC(NC(=O)c2ccc3c(c2)N(Cc2ccccc2)C(=O)CS3=O)C1C (stereo not drawn)	-1.2	1	3	x	-23	-11	1557	4	2.2	1	-8
COc1ccc(OC)c(NC(=O)CS(=O)(=O)Cc2nc(-c3ccccc3C)oc2C)c1	-0.1	6	5	x	1	-3	1514	-5	5.6	22	1
Cc1ccc(S(=O)(=O)N=C2SCCCS2)cc1	0.0	-4	-1	0.042	12	26	1429	-3	1.5	-2	0
CCOC(=O)N1CCN(C(=O)c2ccccc2NC(=O)c2ccc(C(C)(C)C)cc2)CC1	x	-1	10	x	11	10	1679	74*	-0.1	1	1
CC1CCN(C(=O)CSc2nc3c(cnn3-c3ccc(Cl)cc3)c(=O)[nH]2)CC1	-0.6	3	4	x	-39	0	1524	-4	4.5	10	1
COc1ccc(C2C(C#N)=C(/N=C/N3CCN(C)CC3)OC3=C2C(=O)CC(C)(C)C3)cc1OC (stereo not drawn)	0.4	-4	7	0.36	8	-14	1552	64*	0.9	-2	-3
C=CCOc1ccc(/C=N/NC(=O)C(=O)Nc2ccccn2)cc1OC	0.5	-9	-2	0.53	-4	45	1399	0	0.7	-7	-1

Among those listed so far, 7 have a Cl atom.
SMILES	DTT redox prof	PPARg SRC-1 ag	PPARg SRC-2 ag	ROMK primary	S1P3 antagonist	bIAP inh	TR-FRET SRC-2 ct	L major viab	RAM network inh	PPARg SRC-3 ag	Efa HMGR inh
CCSc1nc(-c2ccccc2)nc(C(Cl)Cl)n1	0.0	-4	5	x	2	2	1629	-4	0.4	1	-1
Cc1nc2c(C(=O)N3CCN(C)CC3)cnn2c(C)c1Cc1ccc(Cl)cc1	4.8	1	2	-0.11	x	-1	1514	-6	0.3	-2	2
CCOc1ccc(Cl)cc1/C=N/NC(=O)c1ccccc1	-0.4	7	8	0.89	10	-4	1610	-4	2.4	3	-2
CN(C)CCCNS(=O)(=O)c1ccc(N2CCC(c3ccc(Cl)cc3)=N2)cc1	0.4	1	3	-2.6	x	-125	1610	100*	-0.6	-1	-10
CC1=C(C(N)=O)C(c2ccccn2)n2nc(SCc3ccccc3Cl)nc2N1 (stereo not drawn)	-0.8	7	7	0.19	x	6	1664	-6	0.9	4	0
COC(=O)c1nn(-c2cccc(Cl)c2)ccc1=O	-0.2	-1	-5	0.59	-13	6	1605	-3	2.3	-5	-4
CC1CCN(C(=O)CSc2nc3c(cnn3-c3ccc(Cl)cc3)c(=O)[nH]2)CC1	-0.6	3	4	x	-39	0	1524	-4	4.5	10	1

Compound activity (PubChem BioAssay)
